KB-3-1 cytotox – kills parental KB-3-1 adenocarcinoma cells | 400,000 compounds, 1.4% hits | AID 1347075 | KB-3-1 viability, CellTiter-Glo ATP luminescence, 72 h | Potency, µM (top dose mostly 46.1 µM), without a hit: at the top dose activity change, negative = cytotoxic, usual class: cytotoxic; note: potency is the fitted concentration of half-maximal effect; % is set by controls: 0 for no effect and ±100 for the full control effect; nearly all actives have a fitted effect of over 60% in size
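72 h, 37 °C compound treatment of KB-3-1 parental cells; CellTiter-Glo added, 10 min, luminescence read. Data corrected against DMSO-only plates and normalized before curve fitting.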
HT1080NT lethal – kills 2HG-producing HT-1080-NT fibrosarcoma cells; HT-1080-NT fibrosarcoma viability, CellTiter-Glo ATP luminescence, 48 h; Potency, µM (highest dose often 46.1 µM), for the others: at the top dose activity, negative = less viability, hits mostly cytotoxic; 360,000 compounds, 1.6% hits; AID 686970;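 note: NT is the 2HG producing partner of a matched IDH1 knockdown line; potency is the fitted concentration of half-maximal effect; 0% = DMSO-treated cells and -100% = media-only wells without cells; nearly all actives have a fitted effect of over 55% in size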
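750 cells/well, RPMI + 5% FBS; 2 h settle, compound pin-transfer, 48 h at 37 degrees C. CellTiter-Glo 10 min RT, luminescence. Normalized to DMSO and media-only wells.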
SW480 rerep – induces DNA re-replication in SW480 colon adenocarcinoma cells; 340,000 compounds, 1.8% hits; AID 624297; Potency, µM (top dose mostly 46.1 µM), for inactives: at the highest dose re-replication activation, actives largely listed as activators; SW480 DNA re-replication, Hoechst DNA content imaging, 48 h; note: potency is the fitted concentration of half-maximal effect; % of control where 0% means no effect; nearly all actives have a fitted effect of over 55% in size
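Hoechst fluorescence of nuclei (405 nm excitation, 500-530 nm emission) measured by plate-scanning imager after 48 hr compound exposure at 37 C; re-replication scored as increased number of nuclei with elevated intensity.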
HT1080 IDH1KD tx – kills HT-1080 cells with IDH1 knockdown; Potency, µM (titrated, usually from 46.1 µM), for inactives: top-dose activity, negative = toxicity, most hits filed as cytotoxic; HT-1080 IDH1 knockdown viability, ATP luminescence, 48 h; 360,000 compounds, 2% hits;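 note: potency is the fitted concentration of half-maximal effect; 0% = DMSO wells and -100% = cell-free medium wells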
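Cytotoxicity counter-line: IDH1KD HT-1080, 48 h, CellTiter-Glo. Curves classed by r2, magnitude and activity.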
IL1B secr inh – inhibitors of inflammasome signaling (IL-1 beta secretion); THP-1 LPS/ATP IL-1B secretion, AlphaLISA, 16 h; stronger effect = lower value; activity change, % at 57.5 µM; 360,000 compounds, 4.7% hits; AID 743279; in the data active = activity change below about -50%; inconclusive = mostly about -30% to -49%; note: % is set by controls: 0 for no effect and ±100 for the full control effect
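Secreted IL-1B measured by AlphaLISA bead assay after 16 h compound exposure of THP-1 cells; compounds (final up to 57.5 uM) added 1 h before LPS (250 ng/mL) and ATP (1.25 mM) stimulation; lower signal means less secretion.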
MCF10A rerep – DNA re-replication induction in MCF 10a cells; AID 624296; Potency, µM (titrated, usually from 46.1 µM), inactives show at the top dose activity, positive = re-replication, hits mostly activators; MCF 10A DNA re-replication, Hoechst nuclear intensity, 48 h; 350,000 compounds, 2.9% hits; note: potency is the fitted concentration of half-maximal effect; % of control where 0% means no effect; nearly all actives have a fitted effect of over 50% in size
GLP1R cytotox – cytotoxic in the GLP-1 receptor inverse agonist counter-screen; Potency, µM (top dose mostly 38.3 µM), inactives show at the top dose activity change, negative = inhibition, actives largely listed as inhibitors; 410,000 compounds, 0.13% hits; HEK293 cAMP-luciferase reporter cells, luminescence, 24 h;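 note: loss of luciferase light is scored as toxicity; potency is the fitted concentration of half-maximal effect; % is set by controls: 0 for no effect and ±100 for the full control effect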
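1536-well qHTS counterscreen of the MLSMR; 200 cells/uL, 12 h pre-incubation, 23 nL cpd, 24 h at 37 deg C 5% CO2, luciferase detection reagent, 12 min RT, luminescence. Inhibition = undesired.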
KB-V1 cytotox – kills drug-selected multidrug resistant KB-V1 cells | 400,000 compounds, 3.4% hits | Potency, µM (highest dose often 46.1 µM), for the others: top-dose activity change, negative = cytotoxicity, most hits filed as cytotoxic | AID 1347076 | KB-V1 MDR cells viability, CellTiter-Glo, 72 h; note: potency is the fitted concentration of half-maximal effect; % is set by controls: 0 for no effect and ±100 for the full control effect; nearly all actives have a fitted effect of over 60% in size
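Cytotoxicity toward P-gp-expressing KB-V1 cells was determined as loss of CellTiter-Glo luminescence after 72 h at 37 degrees C. Compounds were tested in quantitative HTS format across a concentration range, with curves fitted to normalized data.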
D3 ag – agonists of human D3 dopamine receptor; max activation, %; D3R DiscoveRx beta-arrestin cells, luminescence, 90 min; P35462; 410,000 compounds, 0.58% hits; in the data active = max activation above about 30%; note: 0% is about no effect; mostly tested at two doses, the higher about 12 µM
Target sequence (P35462 whole entry, looked up): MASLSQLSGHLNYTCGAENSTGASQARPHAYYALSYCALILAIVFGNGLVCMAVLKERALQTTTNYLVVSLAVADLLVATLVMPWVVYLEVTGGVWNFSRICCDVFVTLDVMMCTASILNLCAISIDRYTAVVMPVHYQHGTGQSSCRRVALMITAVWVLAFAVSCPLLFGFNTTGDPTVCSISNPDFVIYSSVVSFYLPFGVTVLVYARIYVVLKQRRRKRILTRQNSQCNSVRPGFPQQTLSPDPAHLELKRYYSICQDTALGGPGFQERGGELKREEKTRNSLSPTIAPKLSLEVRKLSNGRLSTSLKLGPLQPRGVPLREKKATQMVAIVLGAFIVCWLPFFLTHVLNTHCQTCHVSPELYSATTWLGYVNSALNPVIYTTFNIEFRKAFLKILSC
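Agonist mode: compounds and dopamine controls were applied to plated cells for 90 min at 37 degrees C after an overnight attachment at 1500 cells/well. Luminescent read-out followed 30 - 60 minutes at room temperature with DiscoveRx detection reagent.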
* = called active by the depositor; ? = inconclusive; . = not tested or not shown; & = joins results of further samples; [ ] = another dose, or the depositor's remark. Unless noted, calls come from the whole dose curve; as a rule, active = well fitted curve in the direction sought with a large enough effect; inconclusive = small, poorly fitted or top-dose-only effect, or another doubt; inactive = no such curve, though single readings can be large; an effect the other way counts as inactive or inconclusive.

SMILES,KB-3-1 cytotox,HT1080NT lethal,SW480 rerep,HT1080 IDH1KD tx,IL1B secr inh,MCF10A rerep,GLP1R cytotox,KB-V1 cytotox,D3 ag
CC(C)(C)NS(=O)(=O)c1ccc2c(c1)oc(=O)c1cc(S(=O)(=O)NC(C)(C)C)ccc12,-3%,-8%,-5%,3%,19,?,5%,12%,1
CCNC(=S)NNC(=O)c1cc(-c2cc(C)ccc2C)nc2ccccc12,-20%,-3%,-1%,-10%,5,14%,11%,12%,3
CCCNC(=O)c1ccc2c(c1)ncn2-c1cc(C)cc(C)c1,1%,18%,-13%,-5%,?,-2%,-4%,?,5
COCCN(CC(=O)NCc1ccc(OC)cc1)C(=O)CCC(=O)Nc1nccs1,13%,-5%,1%,-2%,-2,-6%,75%[activator],0%,-2
COc1cccc(/C=N/NC(=O)CC(=O)NCCc2ccccc2)c1OC,10%,24%,-36%,24%,8,8%,-3%,0%,-6
CCCCCCC[N+](CC)(CC)CCCCc1ccc(Cl)cc1,?,6.5µM*,18%,6.5µM*,?,?,-18%,8%,-43&3
C=C(C)Cn1c2ccc(NC(=O)NCCc3ccccc3)cc2c(=O)n1C,0%,8%,.,9%,-3,.,-13%,0%,-2
O=C(Cc1ccccc1F)Nc1nc(-c2ccc(F)cc2)cs1,-22%,?,16%,?,-94*,?,-8%,?,10
C[C@H](/C=C/[C@@]1(O)[C@H](C)C[C@H](O)CC1(C)C)O[C@@H]1O[C@H](CO)[C@@H](O)[C@H](O)[C@H]1O,15%,0%,-1%,-4%,9,-1%,10%,0%,1
CCOC(=O)C1CCCN(C(=O)c2ccc(-c3ccc([N+](=O)[O-])cc3)o2)C1 (stereo not drawn),1%,2%,133%,-26%,-22,?,-4%,?,-19
CCOc1ccc(C2C=C(c3ccc(F)cc3)Nc3ncnn32)cc1 (stereo not drawn),4%,2%,3%,-2%,-13,-1%,18%,-5%,0
O=C(c1ccccc1)N1CCC(CC2CC(c3cccc(Br)c3)=NO2)(C(=O)NCC2CCCCC2)CC1 (stereo not drawn),-16%,-9%,-7%,-5%,-24,?,0%,-17%,-47
Cc1ccc(-c2cc(-c3ccccc3Cl)c(C#N)c(N)n2)o1,2%,-2%,?,-18%,?,?,9%,-29%,-3
C=CCn1c(-c2ccccc2)n[nH]c1=S,9%,13%,-3%,10%,-15,7%,-8%,17%,-2
Cc1cccc(NC(=O)CSc2nc(-c3cccs3)nc3cc(=O)[nH]n23)c1,13%,.,.,.,.,.,-8%,?,4
C[C@]12CC[C@H](O)CC1=CCC1C2CC[C@@]2(C)C1CC[C@@H]2NC(=O)[C@@H](N)Cc1ccccc1 (stereo partly drawn),-16%,-2%,?,-28%,-96*,?,?,-13%,-6
O=C(O)Cn1cc(/C=N/NC(=O)c2cc3cc(Br)ccc3o2)c2ccccc21,-1%,-11%,4%,-10%,101,-7%,17%,1%,-14
COc1ccc(-c2cc(C)nc3c(-c4ccccc4)cnn23)cc1,-13%,-6%,?,-2%,-14,27%,59%[activator],-21%,0
COC(=O)[C@H](C)NC(=O)NCc1ccc(S(N)(=O)=O)cc1,11%,-12%,2%,9%,13,-10%,-3%,0%,1
O=C(c1ccco1)N1CCN(C(=S)Nc2cc(F)cc(F)c2)CC1,-11%,-2%,-14%,-23%,-14,-1%,-11%,6%,2
CC(C(=O)N=c1sc2ccccc2n1C)N1C(=O)C2CC=CCC2C1=O (stereo not drawn),15%,-2%,-2%,-2%,16,16%,-7%,?,1
CCN(CCCNC(=O)c1cc2c(=O)n(CC)c3ccccc3c2s1)Cc1ccccc1,-19%,.,.,.,.,.,?,5%,-18
COc1cc(C=O)ccc1OCc1c(C)noc1C,5%,3%,-4%,1%,17,5%,2%,4%,5
OCC[C@H]1C[C@@H](O)[C@H](O)[C@@]2(CCCc3ccccc3O2)O1,0%,?,14%,-8%,13,5%,2%,0%,25
CC(C)Nc1nc(-c2cccnc2)nc(-c2ccccc2)c1C#N,2%,0%,-4%,-4%,-3,23%,1%,1%,5
OC(CN1CCN(c2ccccc2)CC1)Cn1c2ccccc2c2ccccc21 (stereo not drawn),?,6%,13%,0%,-6,?,-11%,-10%,-21
Cc1cccc(CSc2nc3nc(C)cc(C)n3n2)c1,0%,1%,-19%,-3%,0,4%,18%,-7%,-4
CCC1(C)CC(C(CC(=O)O)c2ccc(C)cc2)CCO1 (stereo not drawn),14%,-1%,-9%,21%,12,26%,-9%,10%,13
O=C1C(=O)N(CCCc2ccccc2)c2ccccc21,-3%,2%,15%,3%,-5,1%,-6%,-22%,-8
COc1ccc(S(=O)(=O)Nc2cc(C)on2)cc1NC(C)=O,0%,6%,-5%,10%,8,-2%,5%,16%,-2
CCNC(=S)NNC(=O)c1ccccc1OC(F)F,14%,4%,-8%,-5%,17,-1%,-22%,18%,0
N#Cc1ccc(C2=CC(=O)C[C@H](c3ccc4c(c3)OCO4)C2)cc1,-7%,-12%,-1%,-6%,-28,?,7%,-20%,-16
CN(CC(CC(=O)O)c1ccccc1)S(=O)(=O)c1ccc(Br)cc1 (stereo not drawn),14%,0%,-7%,1%,31,0%,?,?,4
Cc1ccc(NC(=O)c2cc(-c3cccc(O)c3)on2)cc1C,?,0%,-1%,-13%,-12,5%,7%,-13%,-9
CC(C)C[C@@H](C(=O)NC1CC1)N1C(=O)N2CCc3c([nH]c4ccccc34)[C@@]2(C)C1=O,0%,-9%,-6%,-9%,9,3%,-6%,-9%,9
N#CC1(NC(=O)Cn2ncc(Cl)c(Cl)c2=O)CCCCC1,?,5.8µM*,-53%[inhibitor],9.2µM*,-103*,4.5µM*,?,0%,-1
Cc1ccc(S(=O)(=O)NC(CC(=O)O)c2ccccc2)cc1 (stereo not drawn),10%,-12%,-10%,0%,19,-4%,1%,1%,6
C=CCn1cccc(C(=O)Nc2cc(OC)ccc2OC)c1=O,2%,1%,-4%,-17%,-8,-11%,0%,12%,3
CCN(CC)S(=O)(=O)c1ccc(N2CC(C(=O)NC3(C)CCS(=O)(=O)C3)CC2=O)cc1 (stereo not drawn),4%,-15%,-15%,-1%,10,0%,-10%,14%,1
NS(=O)(=O)c1ccc(CCNCc2cccnc2)cc1,11%,-3%,-10%,1%,3,-2%,3%,11%,-5
O=C(CSc1nnc2ccc(-c3ccc(Br)cc3)nn12)NCC1CCCO1 (stereo not drawn),-2%,-10%,?,-1%,?,-12%,-2%,1%,1
O=C(Nc1ccc(-c2nc3cc(NC(=O)c4ccccc4F)ccc3o2)cc1)c1ccccc1F,7%,.,.,.,.,.,-8%,?,4
COc1cc(C(=O)N(CCc2ccccc2)C2=CC3CCC(C2)N3C)cc(OC)c1OC (stereo not drawn),0%,?,-1%,17%,29,2%,-18%,10%,-1
O=C(N/N=C1\CCCc2ccccc21)c1ccccc1[N+](=O)[O-],7%,14%,-13%,13%,26,-1%,5%,4%,-5
CCOc1ccc(CN(C)CC(=O)NCc2ccccc2)cc1,3%,-1%,-2%,1%,26,3%,3%,1%,-2
Cc1ccc(N2C(=O)N(CC(=O)C(C)(C)C)c3ccccc3S2(=O)=O)cc1C,-2%,.,.,.,.,.,1%,0%,-2
Cn1cccc1C(=O)NC(=O)COC(=O)CCNS(=O)(=O)c1cccc(C(F)(F)F)c1,23%,-2%,7%,1%,-2,18%,6%,8%,5
Cn1nnnc1Sc1ncnc2scc(-c3ccccc3)c12,?,-4%,16µM*,-23%,-104*,?,?,?,4
CCN(C(=O)COC(=O)Cc1c(F)cccc1Cl)c1c(N)n(Cc2ccccc2)c(=O)[nH]c1=O,1%,1%,-4%,2%,-2,-1%,0%,-10%,-3
CC(NC(=O)C1CCN(C(=O)c2ccc(-n3ccc4ccccc43)s2)CC1)c1ccccc1 (stereo not drawn),1%,.,.,.,.,.,6%,-8%,2
CCN1CCN(C(=O)CN(c2cccc(Br)c2)S(=O)(=O)c2ccccc2)CC1,8%,-5%,-6%,-3%,-5,2%,-1%,0%,-24
CC(=O)Nc1ccc(-c2csc(Nc3ccccn3)n2)cc1,0%,1%,-22%,-2%,-1,4%,-9%,0%,-1
Cc1ccc(-c2nc(C(=O)NCc3ccc(Cl)cc3)c3n2CCCCC3)cc1,?,.,.,.,.,.,-9%,13µM*,-13
Nn1c(SCC(=O)Nc2ccc3c(c2)OCCO3)nnc(CCC(=O)O)c1=O,21%,6%,-9%,8%,-4,1%,-2%,0%,2
Cc1ccc(S(=O)(=O)/N=C(/c2ccc(F)cc2)N(C)C)cc1,19%,16%,-2%,9%,15,2%,5%,11%,2
